Assay outcomes deposited in PubChem by National Center for Advancing Translational Sciences (NCATS).
B2AR arrestin = agonists driving beta-arrestin recruitment to human beta2-adrenergic receptor; P07550; beta-arrestin recruitment to beta2AR, cell-based reporter; Potency, µM (titrated, usually from 46.1 µM), for inactives: at the top dose activation, actives largely listed as activators; 330,000 compounds, 0.02% hits; AID 492947;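 also: potency is read from the fitted curve at half-maximal effect; 0% = DMSO controls and full agonism = EC100 isoproterenol or metaproterenol; nearly all actives have a fitted effect of over 65% in size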
S-ASM inh = human S-ASM enzyme inhibition | P17405 | placental ASM, HMU-PC fluorogenic substrate, 60 min | Potency, µM (doses to about 57.5 µM), for the others: at the highest dose activity change, negative = inhibition, most hits filed as inhibitors | 340,000 compounds, 0.006% hits; also: potency is read from the fitted curve at half-maximal effect
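qHTS format. ASM enzyme prepared from human placenta hydrolyses the fluorogenic substrate HMU-PC0 (9 uM final) over 60 min at 37 °C after a 10 min compound preincubation.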
Menin MLL FP TR = displaces Texas Red mutant MLL peptide from human menin. Potency, µM (highest dose often 61.6 µM), inactives show at the top dose FP activity change, negative = inhibition, most hits filed as inhibitors. 270,000 compounds, 0.23% hits. Menin + Texas Red MLL mutant peptide, fluorescence polarization. AID 1768. O00255; active = well fitted inhibition curve with a large enough effect in the polarisation, with a control signal flat, not every such curve was filed as active; inconclusive = small, poorly fitted or top-dose-only effect, or effect the other way, or a change in a side signal; inactive = no such curve, though single readings can be large or run the other way; the % refers to the polarisation; also: potency is read from the fitted curve at half-maximal effect; % of control where 0% means no effect; many of its hits are not listed in these tables
Target sequence (O00255 whole entry, looked up): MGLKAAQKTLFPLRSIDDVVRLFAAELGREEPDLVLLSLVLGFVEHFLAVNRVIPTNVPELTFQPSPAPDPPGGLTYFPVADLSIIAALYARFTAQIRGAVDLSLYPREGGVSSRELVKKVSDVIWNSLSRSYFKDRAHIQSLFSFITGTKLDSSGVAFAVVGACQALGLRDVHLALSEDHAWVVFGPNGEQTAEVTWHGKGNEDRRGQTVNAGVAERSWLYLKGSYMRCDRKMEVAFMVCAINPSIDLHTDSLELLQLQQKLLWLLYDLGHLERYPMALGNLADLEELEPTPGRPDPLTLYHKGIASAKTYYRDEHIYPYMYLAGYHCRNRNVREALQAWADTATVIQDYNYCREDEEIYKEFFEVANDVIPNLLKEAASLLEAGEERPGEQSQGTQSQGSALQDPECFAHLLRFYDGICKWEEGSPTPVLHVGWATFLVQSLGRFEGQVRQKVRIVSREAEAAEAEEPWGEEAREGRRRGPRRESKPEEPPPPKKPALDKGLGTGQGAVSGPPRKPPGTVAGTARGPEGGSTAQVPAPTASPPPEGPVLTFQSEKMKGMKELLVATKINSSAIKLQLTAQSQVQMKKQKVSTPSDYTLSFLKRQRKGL
Giardia killer = Giardia lamblia killing | 340,000 compounds, 0.15% hits | Giardia lamblia trophozoite viability | activity change, % at 7.66 µM, hits read low; in the data active = activity change below about -80%; inconclusive = between about -30% and that limit;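 also: parasites exposed to compound for two days anaerobically before the ATP read; % is scaled to controls: 0 for no effect and ±100 for the full control effect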
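Trophozoites 100 cells/well + cpd; 48 hrs, 37 deg C, anaerobic. ATPLite 1-Step added, 15-30 min RT, luminescence read (ATP-based viability).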
PKM2 act = increases activity of human pyruvate kinase M2 | purified PKM2, Kinase-Glo ATP luminescence, activation; response scale: 0% is enzyme alone, no compound | Potency, µM (top dose mostly 57.5 µM), inactives show at the highest dose activation, most hits filed as activators | 260,000 compounds, 0.34% hits | AID 1631; also: potency is read from the fitted curve at half-maximal effect; % is scaled to controls: 0 for no effect and ±100 for the full control effect; nearly all actives have a fitted effect of over 55% in size
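ATP formation by purified human PK-M2, quantified via coupled luciferase luminescence after 1 h at room temperature with 0.1 mM ADP and 0.5 mM PEP final.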
BCR signal inh = inhibitors of chronic active B-cell receptor signaling | ABC-DLBCL IkBa-CBG/CBR reporter, luminescence ratio, 4 h | Potency, µM (doses to about 46.1 µM), for the others: at the top dose ratio change, negative = lower green/red ratio, usual class: inhibitors | 340,000 compounds, 0.05% hits; active = well fitted inhibition curve with a large enough effect in the signal ratio, with a control signal flat, not every such curve was filed as active; inconclusive = small, poorly fitted or top-dose-only effect, or effect the other way, or a change in a side signal; the % refers to the signal ratio;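 also: potency is read from the fitted curve at half-maximal effect; plate controls were basal doxycycline-induced cells for no effect and cells given 10 µM MG132 for full effect; MG132 reads +100%, hits lower the ratio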
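TMD8 ABC-DLBCL cells carrying doxycycline-inducible green luciferase fused to IkappaBalpha plus unfused red luciferase were exposed to compounds (up to 46 uM) for 4 hrs at 37C. Activity came from the overlap-corrected green/red luminescence ratio.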
a7 integrin act = activates integrin-mediated alleviation for muscular dystrophy. 350,000 compounds, 0.064% hits. alpha7betagal myoblasts, beta-gal FDG fluorescence, 48 h. AID 624291. Potency, µM (series often up to 38.3 µM), for the others: at the highest dose activation, actives largely listed as activators;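 also: potency is read from the fitted curve at half-maximal effect; 100% = response of the positive control SU9516; nearly all actives have a fitted effect of over 60% in size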
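Alpha7betagal+/- myoblasts (passage 13) were plated 16-24 hr, then exposed to compounds (1:260 dilution of DMSO stock) for 48 hours at 37C. After MPER lysis, β-galactosidase reporter activity was read as FDG fluorescence (ex 480/em 540) after 30 minutes.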
TSG101-PTAP inh = blocks PTAP/TSG101 interaction to inhibit HIV-1 budding; 340,000 tested, under 10 active; AID 493005; Potency, µM (doses to about 115 µM), for the others: at the top dose activity change, negative = inhibition, most hits filed as inhibitors; Q99816; Fluorescence polarization, FITC-PTAP peptide / Tsg101 binding; active = well fitted inhibition curve with a large enough effect in the main read-out, with a control signal flat, not every such curve was filed as active; inconclusive = small, poorly fitted or top-dose-only effect, or effect the other way, or a change in a side signal; inactive = no such curve, though single readings can be large or run the other way; also: potency is read from the fitted curve at half-maximal effect; % of control where 0% means no effect
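Steps: Tsg101 binding domain dispensed (10 uM final), compounds pinned in DMSO, FITC-labeled PTAP-motif peptide added (50 nM final); after 20 min binding at room temperature, polarization measured.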
GALK inhibitor = inhibitors of human galactokinase; P51570; Purified GALK, Kinase-Glo residual ATP luminescence; Potency, µM (doses to about 57.5 µM), for the others: top-dose activity change, negative = inhibition, most hits filed as inhibitors; 270,000 compounds, 0.007% hits; AID 1868; also: potency is read from the fitted curve at half-maximal effect; % is scaled to controls: 0 for no effect and ±100 for the full control effect
Target sequence (P51570 whole entry, looked up): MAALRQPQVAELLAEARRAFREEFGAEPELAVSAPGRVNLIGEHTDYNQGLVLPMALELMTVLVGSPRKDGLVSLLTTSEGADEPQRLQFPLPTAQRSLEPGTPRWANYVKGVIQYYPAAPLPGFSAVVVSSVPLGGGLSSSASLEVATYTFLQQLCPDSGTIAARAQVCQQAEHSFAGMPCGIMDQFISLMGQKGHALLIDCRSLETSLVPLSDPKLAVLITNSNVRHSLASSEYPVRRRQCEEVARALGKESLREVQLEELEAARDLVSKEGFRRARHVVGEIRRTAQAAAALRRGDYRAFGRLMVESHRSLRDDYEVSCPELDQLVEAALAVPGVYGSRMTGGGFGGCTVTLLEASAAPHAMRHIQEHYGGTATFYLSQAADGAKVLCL
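Luminescence from leftover ATP (Ultra-Glo luciferase/luciferin) served as read-out after a 1 h room-temperature reaction of 5 nM GALK with 35 uM ATP and 100 uM galactose.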
Coupling enz = inhibits coupling enzyme system, counter-screen for aldolase hits. activity change, negative = inhibition, % at 58.2 µM, hits read low. coupling enzyme system counterscreen, AmpLite Red fluorescence. 290,000 compounds, 0.67% hits; in the data active = activity change below about -30%; also: % is scaled to controls: 0 for no effect and ±100 for the full control effect
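Fluorescence at 525 nm excitation and 598 nm emission measured inhibition of the coupled detection system without aldolase. Compounds (at 57.5 uM final) were preincubated 10 min at room temperature with coupling enzyme reagent before a 20 min substrate/AmpLite Red step.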
Tb PFK block = T. brucei PFK enzyme inhibition. Potency, µM (series often up to 57.5 µM), for inactives: at the highest dose activity, negative = inhibition, most hits filed as inhibitors. T. brucei PFK, ADP-Glo luminescence. 330,000 compounds, 0.17% hits. O15648;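 also: potency is read from the fitted curve at half-maximal effect; 0% = uninhibited 1x PFK enzyme wells and -100% = no-enzyme wells; nearly all actives have a fitted effect of over 60% in size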
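ADP-Glo luminescence quantified ADP after 45 min at room temperature, with 1.25 nM T. brucei PFK, 0.1 mM ATP and 0.5 mM fructose-6-phosphate in pH 8.0 TEA buffer. qHTS titrations up to 57 µM; curves classified by quality.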
An asterisk follows results filed as active; u = inconclusive; x = no result given. Unless noted, calls follow the shape of the dose curve; as a rule, active = well fitted curve in the direction sought with a large enough effect; inconclusive = small, poorly fitted or top-dose-only effect, or another doubt; inactive = no such curve, though single readings can be large; an effect the other way counts as inactive or inconclusive. Only part of the results is shown. The share of hits here may be higher or lower than overall.

SMILES	B2AR arrestin	S-ASM inh	Menin MLL FP TR	Giardia killer	PKM2 act	BCR signal inh	a7 integrin act	TSG101-PTAP inh	GALK inhibitor	Coupling enz	Tb PFK block
CCOc1ccc(Br)cc1S(=O)(=O)Nc1ccc(C(=O)Nc2ccccc2OC)cc1	-0.3%	-9%	u	8	-3%	5%	u	1%	0%	2	0%
O=C(C1CCCN(Cc2ccc(F)cc2)C1)N1CCCCC1 (stereo not drawn)	-1.0%	-1%	-14%	-14	x	0%	0%	-1%	x	3	-11%
c1nc(NC2CCCC2)c2[nH]cnc2n1	-1.6%	2%	-1%	15	0%	u	-5%	0%	-1%	0	2%
Cc1c(NC(=O)C(C)OC(=O)c2cccs2)c(=O)n(-c2ccccc2)n1C (stereo not drawn)	0.2%	2%	-13%	2	-1%	0%	-6%	-4%	4%	4	2%
CCCn1c(SCC(=O)NCc2ccco2)nc2c1c(=O)n(C)c(=O)n2C	-0.2%	3%	0%	2	3%	u	-2%	2%	-4%	3	3%
CCOc1ccc2cc(C#N)c(SCC(=O)N3CCOCC3)nc2c1	-0.5%	12%	-30%	-3	2%	2%	20%	-1%	1%	0	1%
O=C(Nc1ccc2c(c1)OCO2)C1CC(=O)N(c2ccc(F)cc2)C1 (stereo not drawn)	-0.4%	-4%	u	12	x	1%	-13%	-6%	6%	0	-17%
CCN(CC)C(=O)[C@H]1CC(CC(=O)NCCC2=CCCCC2)C(=O)N2CCc3c([nH]c4ccccc34)[C@]12C (stereo partly drawn)	-0.6%	-3%	x	29	x	u	-4%	-7%	x	x	4%
Cn1nnnc1SCC(=O)Nc1ccccc1C(=O)NCc1ccccc1	-0.3%	3%	-18%	8	-7%	5%	-11%	-8%	3%	0	2%
O=C(NC1CCCC1)C1CC(=O)N(c2ccccc2)C1 (stereo not drawn)	-0.1%	-3%	8%	5	x	4%	24%	-1%	1%	1	0%
Cc1sc(NC(=O)C2CCCC2)c(C#N)c1C	-0.7%	-3%	14%	-3	-14%	u	-9%	-3%	3%	1	-1%
Cc1cc(O)cc(O)c1C(=O)Cc1ccccc1	-0.7%	-2%	11%	-7	1%	-3%	-7%	-2%	1%	0	7%
COc1ccc(Cn2cc([N+](=O)[O-])nc2C)cc1[N+](=O)[O-]	0.6%	-2%	x	-26	9%	-14%	20%	0%	-2%	0	1%
CNS(=O)(=O)c1ccc(NC(=O)Nc2ccc3c(c2)OCO3)cc1	0.4%	3%	28%	3	-2%	-8%	0%	-10%	2%	-1	-12%
Cc1ccccc1OCCCn1c(=O)sc2ccccc21	0.0%	-2%	1%	-14	-2%	u	-13%	0%	0%	x	-5%
Cn1nnnc1NCc1cccc(Cl)c1Cl	0.0%	2%	-15%	5	6%	-14%	u	-2%	2%	-1	0%
OCC1(Cc2cccc(F)c2)CCN(Cc2ccc3cccc(F)c3n2)CC1	0.5%	1%	1%	11	-4%	u	-12%	-3%	5%	6	-2%
CN(CCNS(=O)(=O)c1ccc2c(c1)oc(=O)n2C)Cc1ccccc1	-0.1%	2%	-2%	6	-1%	0%	3%	0%	0%	3	-8%
Cc1ccc(NC(=O)C2CCN(S(C)(=O)=O)CC2)cc1C	-0.2%	-1%	6%	-4	-4%	1%	15%	1%	0%	0	0%
CCOC(=O)c1cc2sccc2n1CC(=O)Nc1ccc(OC)c(OC)c1	-0.7%	-6%	-4%	6	-5%	2%	-4%	-5%	-3%	1	1%
Cc1ccc(-n2nc3c(=O)n(C(C)C(=O)NCc4ccco4)nc(C)c3c2C)cc1 (stereo not drawn)	-0.5%	0%	u	30	x	2%	21%	-4%	-5%	4	-6%
COc1ccccc1N1CCN(S(=O)(=O)CCNC(=O)CC2CCCCC2)CC1	0.1%	2%	x	11	x	u	-6%	-2%	x	x	0%
CCOC(=O)c1sc(NC(=O)CSc2nnnn2-c2ccccc2)c(C(=O)OCC)c1C	0.0%	-1%	1%	1	-8%	u	19%	-6%	1%	-1	-6%
CCC(=O)NC(c1ccccc1)c1c(OC(C)=O)ccc2ccccc12 (stereo not drawn)	1.5%	5%	-1%	5	5%	9%	4%	0%	0%	0	-6%
CCc1ccccc1-n1cnc2cc(C(=O)O)ccc21	0.0%	6%	-18%	-6	-2%	0%	6%	-8%	0%	7	3%
NS(=O)(=O)c1ccc(CNC(=O)Cn2nc(C(F)F)cc2C(F)F)cc1	-0.2%	5%	x	-7	x	-2%	10%	-10%	x	x	1%
C=C1c2cc(CC)ccc2NC(=O)N1c1ccc(C)cc1	-1.0%	11%	8%	8	5%	u	3%	-9%	1%	1	0%
CN(CC(=O)NC(c1ccccc1)c1ccccc1)Cc1nc2ccccc2c(=O)[nH]1	0.1%	-4%	-6%	-3	-5%	-23%	-4%	-8%	3%	0	2%
CCOC(=O)CN(c1ccccn1)S(=O)(=O)c1ccc(OC)cc1	-0.9%	2%	16%	21	-3%	0%	u	-6%	1%	0	-2%
CN(C)CCSc1nc2cc(S(=O)(=O)N3CCCCC3)ccc2o1	-0.2%	0%	x	8	x	-5%	-24%	-1%	x	x	0%
CCOCCc1nnc(NC(=O)c2cc(OC)c(OC)cc2[N+](=O)[O-])s1	0.0%	2%	-8%	5	-1%	4%	-25%	-1%	0%	-1	0%
CCc1ccc2ncc(C(=O)c3ccccc3)c(N3CCOCC3)c2c1	0.0%	3%	-13%	0	3%	5%	-7%	-3%	0%	1	2%
Cc1cccc(OCC(=O)N(Cc2ccc(C)o2)C2CCS(=O)(=O)C2)c1 (stereo not drawn)	0.4%	-2%	x	6	x	u	3%	-4%	-1%	x	0%
CCCCCn1c(=O)[nH]c2cc(C(=O)NCc3ccc4c(c3)OCO4)ccc2c1=O	0.0%	7%	-1%	2	2%	-2%	13%	-1%	0%	5	0%
COc1ccc(S(=O)(=O)n2nc(OC(=O)c3c(-c4ccccc4Cl)noc3C)cc2N)cc1	-0.7%	0%	u	11	-4%	u	6%	-1%	1%	0	-6%
CCOc1ccc(N2C(=O)CC(Cc3ccc(Br)cc3)C2=O)cc1 (stereo not drawn)	-0.8%	5%	0%	15	0%	1%	-2%	-2%	-1%	-1	1%
CC(=O)c1cccc(NS(=O)(=O)c2csc(C(N)=O)c2)c1	-0.3%	5%	-13%	-20	x	-4%	-11%	-2%	4%	-1	-9%
COc1ccccc1Oc1nc([N+](=O)[O-])nn1CC(N)=O	0.1%	-2%	0%	-1	-5%	0%	3%	0%	3%	-7	-11%
CCCNS(=O)(=O)c1ccc(OCC(=O)N2CCN(c3ccccc3)CC2)cc1	-0.2%	-1%	2%	-25	-4%	16%	25%	-6%	12%	2	-5%
CN(C)N1C(=O)CC(N2CCCC2)C1=O (stereo not drawn)	0.6%	-1%	22%	17	-3%	16%	8%	-3%	6%	-1	3%

Record cards, from the list above. Order of screens: B2AR arrestin | S-ASM inh | Menin MLL FP TR | Giardia killer | PKM2 act | BCR signal inh | a7 integrin act | TSG101-PTAP inh | GALK inhibitor | Coupling enz | Tb PFK block
Results for `CCCn1c(SCC(=O)NCc2ccco2)nc2c1c(=O)n(C)c(=O)n2C` : -0.2% | 3% | 0% | 2 | 3% | u | -2% | 2% | -4% | 3 | 3%
Results for `CCc1ccc2ncc(C(=O)c3ccccc3)c(N3CCOCC3)c2c1` : 0.0% | 3% | -13% | 0 | 3% | 5% | -7% | -3% | 0% | 1 | 2%

More structures follow.
SMILES	B2AR arrestin	S-ASM inh	Menin MLL FP TR	Giardia killer	PKM2 act	BCR signal inh	a7 integrin act	TSG101-PTAP inh	GALK inhibitor	Coupling enz	Tb PFK block
O=C1c2ccccc2C(Nc2ccccc2)N1Cc1ccc2c(c1)OCO2 (stereo not drawn)	-0.6%	-2%	x	4	0%	-8%	6%	0%	1%	3	2%
Cc1ccc(Cn2nc(C)c(NC(=O)CSc3n[nH]c(C)c3[N+](=O)[O-])c2C)cc1	-0.2%	-1%	20%	-2	0%	-7%	-23%	-8%	1%	2	0%
O=C(Nc1ccccc1)/C(=C\c1ccncc1)NC(=O)c1ccccc1	0.5%	2%	-13%	-10	-8%	-11%	4%	0%	x	1	2%
CCCC(O)(CCC)C(=O)NNc1ccccc1	-2.7%	4%	13%	-10	1%	-1%	27%	-2%	-1%	2	0%
O=C(Nc1ncc2c(n1)CC(c1ccccc1)CC2=O)c1ccco1 (stereo not drawn)	-0.8%	8%	0%	-12	1%	u	-20%	-2%	0%	0	-6%
CCOC(=O)C1(Cc2cccc(OC)c2)CCCN(C(=O)c2ccccc2C)C1 (stereo not drawn)	-0.1%	1%	x	-11	0%	15%	17%	0%	0%	0	5%
